PrPC surface inh = inhibitors of human cell surface prion protein PrPC; TR-FRET read-out; inhibition, % at 13.8 µM; 370,000 tested, 0.43% active; in the data active = inhibition above about 24%; also: 0% = median of the test wells and 100% = reference compound wells
CCHF vOTU inh = CCHFV vOTU protease inhibition; Pep-AMC fluorescence; inhibition, % at 11.5 µM; 370,000 tested, 0.55% active; in the data active = inhibition above about 30%; also: 0% = vehicle wells with enzyme and 100% = no enzyme wells
BoNT F protease = BoNT F light chain protease inhibition | Multiplex microsphere protease cleavage assay, flow cytometry | inhibition, % at 10 µM | 360,000 tested, 0.22% active | AID 588497; in the data active = inhibition above about 35%, passing the limit was not always enough; inconclusive = no clear call, values can overlap the other calls; also: plate controls were buffer without enzyme for full effect and enzyme alone for no effect
VHR inh abs = inhibitors of human VHR1 phosphatase (DUSP3). AID 1654. inhibition, % at 13.3 µM. recombinant VHR phosphatase, pNPP absorbance. P51452. 290,000 tested, 0.52% active; in the data active = inhibition above about 50%; also: some compounds called inactive have numbers as strong as hits
Target sequence (P51452 whole entry, looked up): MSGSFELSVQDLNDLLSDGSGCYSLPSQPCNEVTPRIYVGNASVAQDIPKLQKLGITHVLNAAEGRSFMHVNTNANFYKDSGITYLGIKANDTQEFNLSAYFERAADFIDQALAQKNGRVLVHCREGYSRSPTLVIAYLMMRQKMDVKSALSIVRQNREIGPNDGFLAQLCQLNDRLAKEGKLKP
Anthrax LF inh2 = blocks Bacillus anthracis lethal factor protease; P15917; multiplex microsphere protease cleavage assay, LF; inhibition, % at 10 µM; 360,000 tested, 0.12% active; also: plate controls were buffer without enzyme for full effect and enzyme alone for no effect
Rv3671c protease = inhibits the M. tuberculosis serine protease Rv3671c; 320,000 tested, 0.048% active; inhibition, % at 5.96 µM; in the data active = inhibition above about 38%;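 also: extracellular domain of Rv3671c used as enzyme; 0% = enzyme with DMSO and 100% = no enzyme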
Target sequence (P9WHR9 whole entry, looked up, the tested form may be a part): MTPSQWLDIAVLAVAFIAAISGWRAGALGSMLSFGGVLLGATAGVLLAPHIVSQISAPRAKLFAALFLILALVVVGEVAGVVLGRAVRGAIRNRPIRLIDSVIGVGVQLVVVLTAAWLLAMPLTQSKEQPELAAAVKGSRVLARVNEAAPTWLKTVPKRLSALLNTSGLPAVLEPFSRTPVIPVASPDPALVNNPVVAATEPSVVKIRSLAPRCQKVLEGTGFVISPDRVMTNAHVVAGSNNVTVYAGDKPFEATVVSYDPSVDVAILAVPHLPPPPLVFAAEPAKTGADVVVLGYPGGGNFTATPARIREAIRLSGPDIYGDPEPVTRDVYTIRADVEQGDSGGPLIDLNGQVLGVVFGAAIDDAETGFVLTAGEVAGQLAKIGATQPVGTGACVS
MazF activator = MazEF (E. coli) toxin RNase activation; P0AE70; FAM/BHQ RNA-DNA oligo cleavage fluorescence, 5 h; activation, % at 20 µM; 350,000 tested, 0.32% active; AID 504720; in the data active = activation above about 50%
Target sequence (P0AE70 whole entry, looked up): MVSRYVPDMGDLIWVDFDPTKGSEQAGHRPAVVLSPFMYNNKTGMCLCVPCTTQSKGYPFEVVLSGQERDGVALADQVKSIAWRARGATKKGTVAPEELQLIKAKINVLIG
SSB-PriA inh = inhibitors of Klebsiella pneumoniae PriA binding to SSB C-terminal tail | 430,000 tested, 0.6% active | AID 1272365 | inhibition, % at 33 µM | AlphaScreen SSBct-PriA binding, biotinylated peptide; in the data active = inhibition mostly above about 37%, no sharp cut-off; inactive = mostly below about 20%;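 also: plate controls were negative control peptide for no effect and reference peptide for full effect; strong numbers were not always called active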
3CLpro inhibitor = SARS-CoV 3CLpro protease inhibition | P0C6X7 | recombinant SARS-CoV 3CLpro, quenched FRET peptide cleavage | inhibition, % at 6 µM | 290,000 tested, 0.14% active; in the data active = inhibition above about 12%
BoNT-A LC inh2 = blocks Botulinum neurotoxin A light chain protease. multiplex microsphere protease substrate cleavage, flow cytometry. inhibition, % at 10 µM. 360,000 tested, 0.17% active; also: plate controls were buffer without enzyme for full effect and enzyme alone for no effect
An asterisk follows results filed as active; u = inconclusive; x = no result given. Rule as the data show it, unless noted: active = inhibition above about 30%; inconclusive = no clear call, values can overlap the other calls; inactive = below that. The list is partial; count on the stated rates, not on these rows.

molecule,BoNT F protease,Anthrax LF inh2,3CLpro inhibitor,BoNT-A LC inh2,SSB-PriA inh,VHR inh abs,PrPC surface inh,CCHF vOTU inh,Rv3671c protease,MazF activator
COc1ccc(OCC(=O)N2CCCC(Nc3ccc(C)c(C)c3)C2)cc1 (configuration not stated),-8,-1,x,-1.1,x,x,-2,-3,x,-12
CN(C)C1(CNC(=S)Nc2ccccc2C(F)(F)F)CCCCC1,-1,-5,-2,-0.4,-1,12,-1,17,-3,14
Cc1nc(Cl)cc(N/N=C/c2ccccc2)n1,u,-10,0,u,x,9,8,7,8,3
COc1ccc(C(=O)Nc2nnc(CC(=O)N/N=C/c3ccc(O)cc3O)s2)cc1,9,-3,3,3.8,x,-1,-8,20,6,x
FC(F)Oc1ccc(-n2cc(-c3ccccc3)[n+]3c2CCCCC3)cc1,2,-7,-1,-0.5,7,5,6,-8,5,0
CN(C)c1ccc(-c2ccnc3c2CC(C)(C(=O)NCc2ccco2)O3)cc1 (configuration not stated),-3,-7,x,0.0,x,x,8,-21,x,x
CCOC(=O)c1ccc(NC(=S)N2CCN(CCN=CC3=C(O)CC(C)(C)CC3=O)CC2)cc1,0,-5,3,0.1,-12,6,3,10,0,9
O=C(NCCN1CCCCC1)Nc1cccc(C(F)(F)F)c1,-15,14,-3,-0.9,-11,12,-6,7,-2,-5
O=C(NNC(=O)c1cc2ccccc2cc1O)NC1CCCCC1,-4,1,-3,-0.4,2,27,3,6,x,-7
Fc1ccc(COc2ccc(Br)cc2CNCC2CCCO2)cc1 (configuration not stated),-14,-3,-2,-1.1,-7,6,4,12,-5,-19
Cc1nc2cc(NC(=O)C3(C)CCCN(C(C)C)C3)ccc2o1 (configuration not stated),9,-7,x,0.1,x,x,3,-71,x,x
CCN1C(=O)CSC1=NC1C2CC3CC(C2)CC1C3 (configuration not stated),3,0,1,-0.1,-35,12,-7,13,-4,-4
C[C@H](CO)N1C[C@H](C)[C@@H](CN(C)S(C)(=O)=O)Oc2ccc(NC(=O)C3CC3)cc2C1=O,-8,8,x,-0.3,4,x,-2,-4,-5,-10
O=S1(=O)CC(NCc2ccccc2)C(Nc2ccccc2)C1 (configuration not stated),-19,-7,-3,u,-3,-2,0,-8,5,10
CC1CCc2c(sc3ncnc(SCC(=O)c4ccccc4)c23)C1 (configuration not stated),24,-2,1,-0.1,-21,13,-4,4,1,9
CCCN(CCC)S(=O)(=O)c1ccc(C(=O)Nc2c(C)n(C)n(-c3ccccc3)c2=O)cc1,-1,-7,0,0.4,-5,0,-2,-7,0,6
CC(=O)NC1C(Oc2ccccc2C)OC(CO)C(O)C1O (configuration not stated),-2,0,-1,0.5,6,8,4,15,7,13
NS(=O)(=O)c1ccc(-c2ccc(C=C3C(=O)NC(=S)NC3=O)o2)cc1,x,x,-3,x,x,-26,-11,0,-8,x
Clc1ccc(-c2nc3cnccn3c2Nc2ccc3c(c2)OCO3)cc1,-7,-3,-2,-0.9,18,15,5,4,4,8
CC1(C)CCC[C@]2(C)[C@H]3Cc4cc(O)ccc4O[C@]3(C)CC[C@@H]12,-3,0,x,-0.1,24,x,-5,12,-3,-7
Cc1nc2cc3c(cc2c(C)c1C(=O)OC(C)C)OCO3,1,-1,-2,-0.4,-12,-10,8,-6,-1,2
C=CCNc1nc(-c2ccccc2)c(C(=O)OCC)cc1C#N,u,-9,4,-2.8,-56,24,2,14,2,-3
CC(Sc1n[nH]c(-c2ccccc2)n1)C(=O)c1c(N)n(C)c(=O)n(C)c1=O (configuration not stated),12,3,x,7.4,7,x,2,15,4,4
Nc1ccn([C@@H]2O[C@H](CNCc3cccc4c3sc3ccccc34)[C@@H](O)[C@H]2O)c(=O)n1,-7,-4,x,-0.4,x,x,4,-4,x,2
Cc1ccc(C(=O)Nc2cccc(-c3cn4ccccc4n3)c2)cc1,-6,-2,-7,-1.3,4,4,4,4,-12,5
COC(=O)c1cc(NC(=O)C2COc3ccccc3O2)cc(C(=O)OC)c1 (configuration not stated),1,-1,-1,0.5,-11,16,5,7,-19,3
CN1C[C@@H]2[C@@H]3C(=O)N(C)C(=O)[C@@H]3[C@](Cc3ccccc3)(C1=O)N2C(=O)c1ccc(F)cc1,0,-1,x,-0.1,-7,x,1,0,x,-14
CN(C)c1cccc2c1c(NS(=O)(=O)c1cn(C)cn1)nn2C,-1,-2,4,-4.4,6,24,6,52*,-51,-4
CN(C(=O)Cn1c(=O)oc2cc(S(=O)(=O)N3CCCC3)ccc21)C1CCCCC1,8,1,-1,1.2,-11,-26,-1,-3,-8,3
COc1ccc(-c2[nH]c(-c3cccc(OC)c3)nc2SCC(=O)NC2CCCC2)cc1,-6,-8,1,0.2,17,-7,5,-8,3,1

Continuation.
molecule,BoNT F protease,Anthrax LF inh2,3CLpro inhibitor,BoNT-A LC inh2,SSB-PriA inh,VHR inh abs,PrPC surface inh,CCHF vOTU inh,Rv3671c protease,MazF activator
CCOC(=O)c1cccc(S(=O)(=O)N2CCCC2)c1,-1,1,-1,0.4,-14,-5,8,9,-4,5
CCNC(=S)N(CCc1c(C)[nH]c2ccc(F)cc12)Cc1cccnc1,-11,-3,0,-2.8,-7,-18,-4,-6,5,7
COC(=O)c1cccc(Cn2c(Cl)c(/C=N/Nc3ccccc3C)sc2=O)c1,-2,-5,2,-1.0,x,3,2,-9,-3,-6
CCC(=O)Oc1ccc(C(CC)C(CC)c2ccc(OC(=O)CC)cc2)cc1 (configuration not stated),10,0,-2,0.7,-9,-7,-6,8,-8,-5
Cc1ccc(SC[C@H](c2ccccc2)N2CCN(C)CCC2=O)cc1,-9,3,x,-0.6,4,3,-3,-8,x,3
COc1cc(NC(=O)COc2cccc(C)c2C)ccc1NC(=O)c1ccco1,-4,-4,-2,-3.3,2,1,-8,4,-8,-18
C=CCN1C(=O)/C(=C\C(C)=C\c2ccccc2)SC1=S,u,14,-4,5.0,3,4,-5,4,-2,0
CC(C)CCN1CCN(Cc2cccn2-c2ccccn2)CC1CCO (configuration not stated),0,0,-3,0.3,7,14,-10,-8,-7,-3
CN(C)S(=O)(=O)c1ccc2c(c1)nc(CCC(=O)NCC1CCCCC1)n2C,-7,-4,3,0.5,-2,36,6,-6,5,-1
COC(=O)c1ccc(CSc2ncnc3sc(C)c(C)c23)o1,4,-3,5,1.9,-5,-1,5,8,-1,10
COc1ccc(C(=O)Nc2ccccc2C(=O)O)cc1Cl,4,5,-5,0.7,-4,-10,-4,-1,-12,5
CN1CCN(S(=O)(=O)c2cccc(C(=O)Nc3ccccc3N3CCOCC3)c2)CC1,-4,4,2,-0.9,-20,14,4,-4,0,-3
C[N+]1(CCCCCCC(=O)/C=N/O)CCCCCC1,-4,-10,-3,-0.7,x,-14,-7,1,-4,5
O=C(CSc1nc(O)c(C2CCCCC2)c(=O)[nH]1)Nc1ccccc1Cl,-7,3,-4,-0.2,-14,12,5,3,-1,-5
COC(=O)c1ccc(CNC(=O)C2CCC(=O)N(CCCc3ccccc3)C2)cc1 (configuration not stated),0,3,7,-0.7,-4,-2,-3,-7,1,-13
O=C(COC(=O)Cc1ccccc1F)NCCc1ccccc1,-2,-9,x,0.2,-10,x,-6,3,4,5
FC(F)(F)c1cccc(-c2cc3nc(NCCOc4ccccc4)ccn3n2)c1,1,-6,x,0.5,x,x,-5,14,x,x
COc1ccc(CN(C)C(=O)c2cc(-c3ccccc3)nc3ccc(C)cc23)c(OC)c1OC,8,-1,-2,1.1,3,12,1,3,-2,4
Cc1cc(C)cc(C(=O)N2CCC3(CC2)NCCc2[nH]cnc23)c1,12,0,6,2.1,94*,-4,2,23,0,-3
COc1ccc(C(=O)NCc2ccccc2)cc1Br,-8,-1,4,0.0,3,32,4,6,-13,4
O=S1(=O)c2cccc3cccc(c23)N1Cc1ccc(-c2nnco2)cc1,-2,-4,1,-0.6,-21,26,-3,-9,-11,-7
C=CCN(C(=O)CCc1ccccc1OC)c1nc(-c2ccc(S(C)(=O)=O)cc2)cs1,4,-2,3,0.7,4,-43,-9,3,-17,-21
O=C(Nc1cc(C(F)(F)F)ccc1Cl)C(=O)N1CCCCC1,-1,-2,3,0.2,-15,48,-2,10,-4,2
Brc1ccc(-c2nc3ccccc3s2)s1,-2,-3,-5,0.8,-28,-7,4,-4,-3,0
CC(C)(C)c1ccc(S(=O)(=O)CC(O)CSc2nc3c(cc2C#N)CCCC3)cc1 (configuration not stated),-10,-2,-4,-0.5,-2,30,11,13,-1,3
CC(C)(C)C(=O)NC(=S)N1CCOCC1,-10,1,6,-0.4,0,-4,1,-2,3,3
Cn1nccc1C(=O)N1CCCC(C(=O)c2ccc(Oc3ccccc3)cc2)C1 (configuration not stated),2,2,0,1.5,-2,5,-3,15,3,-18
COc1ccc2oc(C(=O)OCC(=O)N(C)c3ccccc3)c(C)c2c1,5,-2,x,1.5,0,x,2,-22,-2,-2
COC(=O)Cn1nc(-c2ccc(C)cc2)c2ccccc2c1=O,-10,-6,0,-0.6,-10,8,-2,-1,0,3
COc1ccc2[nH]c(=O)c(CN(Cc3ccco3)Cc3nnnn3Cc3ccccc3)cc2c1,20,3,-2,0.3,-4,-6,-9,-7,-18,6
Cc1ccc(-n2cc(CN3CCNC(=O)CC3)c(-c3cccc(C)c3)n2)cc1,0,-4,4,-0.2,8,25,7,2,8,2

4 entries from above, reformatted:
Cc1nc2cc3c(cc2c(C)c1C(=O)OC(C)C)OCO3
  BoNT F protease: 1
  Anthrax LF inh2: -1
  3CLpro inhibitor: -2
  BoNT-A LC inh2: -0.4
  SSB-PriA inh: -12
  VHR inh abs: -10
  PrPC surface inh: 8
  CCHF vOTU inh: -6
  Rv3671c protease: -1
  MazF activator: 2
C=CCNc1nc(-c2ccccc2)c(C(=O)OCC)cc1C#N
  BoNT F protease: u
  Anthrax LF inh2: -9
  3CLpro inhibitor: 4
  BoNT-A LC inh2: -2.8
  SSB-PriA inh: -56
  VHR inh abs: 24
  PrPC surface inh: 2
  CCHF vOTU inh: 14
  Rv3671c protease: 2
  MazF activator: -3
CC(Sc1n[nH]c(-c2ccccc2)n1)C(=O)c1c(N)n(C)c(=O)n(C)c1=O (configuration not stated)
  BoNT F protease: 12
  Anthrax LF inh2: 3
  3CLpro inhibitor: x
  BoNT-A LC inh2: 7.4
  SSB-PriA inh: 7
  VHR inh abs: x
  PrPC surface inh: 2
  CCHF vOTU inh: 15
  Rv3671c protease: 4
  MazF activator: 4
Nc1ccn([C@@H]2O[C@H](CNCc3cccc4c3sc3ccccc34)[C@@H](O)[C@H]2O)c(=O)n1
  BoNT F protease: -7
  Anthrax LF inh2: -4
  3CLpro inhibitor: x
  BoNT-A LC inh2: -0.4
  SSB-PriA inh: x
  VHR inh abs: x
  PrPC surface inh: 4
  CCHF vOTU inh: -4
  Rv3671c protease: x
  MazF activator: 2
